DAX1 inh-1: NR0B1 (DAX1) inhibition. P51843. HEK293 Gal4-DAX1 luciferase reporter, luminescence. inhibition, % at 6.75 µM. actives 0.99% (n = 340,000). AID 504766;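 active = inhibition above the mean over all tested compounds plus 3 SD, cut at about 4.2% in these data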;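 also: 0% = DAX1-transfected cells with DMSO and 100% = empty-vector control cells with DMSO; inhibition shows as a rise in luminescence from relieved DAX1 repression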
NPR2 activator: GC-B (human) receptor activation; P20594; HEK293-GC-B cells, CNP EC30, cGMP TR-FRET; 0% at EC30 CNP, 100% saturating CNP; activation, % at 10 µM; actives 0.11% (n = 370,000); AID 1920062;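 active = activation at 10 µM reaching about 35% in either raw or pattern-adjusted values, limit read from the data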
DAX1 inh-2: blocks DAX1 repression of SF-1 activated StAR promoter. inhibition, % at 6.8 µM. HEK293T StAR-luciferase reporter, SF-1/DAX-1 repression relief. actives 1.1% (n = 370,000). AID 652010;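 active = inhibition above the mean over all tested compounds plus 3 SD, cut at about 3.6% in these data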;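 also: 0% = DAX-1 cells with DMSO and 100% = cells lacking DAX-1 with DMSO; higher inhibition means more luminescence from relief of DAX-1 repression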
hcDAF-12 act: H. contortus DAF-12 activation, primary screen; AID 652067; actives 1.4% (n = 370,000); HEK293 hcDAF-12 lit1-tk-luc reporter, luminescence; 0% DMSO, 100% Δ7-dafachronic acid; activation, % at 6.8 µM;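 active = activation above the mean of all tested compounds plus 3 SD, cut at about 5.5% in these data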;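 also: 100% = response to 3 µM Δ7-dafachronic acid high control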
ssDAF12 agonist: activates DAF-12 receptor from parasite S. stercoralis; HEK293 ssDAF-12/GRIP1 lit1-tk-luc reporter, luminescence; % of 3 µM dafachronic acid response; activation, % at 6.8 µM; actives 1% (n = 370,000); AID 652126;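 active = activation above the mean over all tested compounds plus 3 SD, cut at about 0.9% in these data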;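 also: 0% = DMSO-only wells and 100% = 3 µM delta7-dafachronic acid wells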
hgDAF12 agonist: hgDAF-12 agonism, primary luciferase screen; HEK293 GAL4-hgDAF12 UAS-luciferase reporter, agonist luminescence; normalized to butyrate control; activation, % at 6.8 µM; actives 1.8% (n = 370,000); AID 687014;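 active = activation above a cutoff set at the mean of all screened compounds plus 3 SD, cut at about 10% in these data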;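 also: 0% = DMSO wells and 100% = sodium butyrate wells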
SMARCA2 activ: activators of SMARCA2 function. MG213 cells, MMTV-luciferase reporter, dexamethasone, overnight. activation, % at 9.1 µM. actives 1% (n = 370,000). AID 652017; in the data active = activation above about 7.8%;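 also: 0% = vehicle wells and 100% = reference activator wells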
GC-A act: GC-A (human) enzyme activation; P16066; actives 0.14% (n = 370,000); HEK293 GC-A cells, cGMP TR-FRET, EC30 ANP; 0% at EC30 ANP, 100% saturating ANP; activation, % at 10 µM; in the data active = activation above about 40%
Target sequence (P16066 whole entry, looked up): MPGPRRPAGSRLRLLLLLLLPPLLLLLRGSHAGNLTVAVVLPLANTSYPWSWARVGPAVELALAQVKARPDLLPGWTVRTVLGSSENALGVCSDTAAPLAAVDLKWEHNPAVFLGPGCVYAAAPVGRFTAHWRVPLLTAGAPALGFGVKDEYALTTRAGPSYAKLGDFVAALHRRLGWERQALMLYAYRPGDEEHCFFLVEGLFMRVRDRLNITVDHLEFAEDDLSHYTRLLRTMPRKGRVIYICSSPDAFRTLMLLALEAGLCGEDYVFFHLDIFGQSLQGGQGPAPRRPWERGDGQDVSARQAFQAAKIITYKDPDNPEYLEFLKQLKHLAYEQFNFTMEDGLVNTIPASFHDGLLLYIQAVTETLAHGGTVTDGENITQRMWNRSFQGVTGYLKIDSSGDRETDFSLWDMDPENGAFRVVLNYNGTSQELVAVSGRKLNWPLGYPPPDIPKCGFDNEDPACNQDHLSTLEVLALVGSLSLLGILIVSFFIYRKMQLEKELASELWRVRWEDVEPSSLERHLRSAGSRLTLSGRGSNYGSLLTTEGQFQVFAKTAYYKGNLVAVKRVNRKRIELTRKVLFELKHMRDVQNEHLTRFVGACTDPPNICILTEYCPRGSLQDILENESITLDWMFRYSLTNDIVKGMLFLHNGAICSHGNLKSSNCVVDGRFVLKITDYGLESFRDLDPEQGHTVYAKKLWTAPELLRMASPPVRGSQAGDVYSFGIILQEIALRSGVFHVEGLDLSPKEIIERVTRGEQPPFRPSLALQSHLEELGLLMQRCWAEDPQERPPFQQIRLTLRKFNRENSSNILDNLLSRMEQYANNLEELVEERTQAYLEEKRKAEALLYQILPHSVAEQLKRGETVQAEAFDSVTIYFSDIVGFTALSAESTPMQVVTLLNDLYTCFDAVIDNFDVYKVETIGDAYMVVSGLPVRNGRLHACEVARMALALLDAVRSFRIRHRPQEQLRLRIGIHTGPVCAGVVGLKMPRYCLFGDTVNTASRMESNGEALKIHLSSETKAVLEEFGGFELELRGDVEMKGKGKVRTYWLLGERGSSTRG
ADAM10 inh: inhibitors of human ADAM10; O14672; recombinant ADAM10, EDANS/DABCYL FRET peptide cleavage, 3 h; inhibition, % at 7 µM; actives 0.62% (n = 370,000); AID 720582;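 active = inhibition above a per-campaign cutoff equal to the mean of compounds falling between control-based bounds plus 3 SD, cut at about 20% in these data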;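 also: 0% = DMSO wells while the 100% control is not disclosed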
HGIII-sPLA2 inh: Blocks human group III sPLA2 activity; actives 0.56% (n = 370,000); inhibition, % at 12.2 µM; Q9NZ20; QFRET BODIPY PC-A2 liposome hydrolysis, fluorescence; AID 743126;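 active = inhibition above mean plus 3 SD of compounds lying within the high and low control bounds, cut at about 19% in these data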;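 also: 0% = median of test compound wells and 100% = no enzyme DMSO wells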
GAA850 FXN act: frataxin GAA850 promoter activation; HEK293 lucGAA850 FXN promoter luciferase reporter, 24 h; percent of 10 µM SAHA response; activation, % at 6 µM; actives 0.56% (n = 360,000); AID 540364;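 active = activation above the average of all compounds screened plus 3 SD, cutoff fixed separately per campaign, cut at about 7.5% in these data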;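 also: 0% = DMSO wells and 100% = 10 µM SAHA wells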
The depositor's hits bear a star; . = no result given; & = joins results of further samples.

SMILES	DAX1 inh-1	NPR2 activator	DAX1 inh-2	hcDAF-12 act	ssDAF12 agonist	hgDAF12 agonist	SMARCA2 activ	GC-A act	ADAM10 inh	HGIII-sPLA2 inh	GAA850 FXN act
COCCNC(=O)CN1CCOc2ccccc21	0.2	-6	0.0	1.8	-1.4	2.1	-2	-2	-13	3	0.2
CC[N+]1(C)CC2CCC(C)(C1)C2(C)C (stereo not given)	1.2	-2	-0.3	-0.8	-1.6	-3.9	-2	1	-12	4	0.8
Cc1cccc(OCC(=O)Nc2ccc(C(=O)Nc3ccccc3C(=O)O)cc2)c1C	-0.2	-2	1.6	3.5	-0.9	2.2	0	-3	-8	-2	3.1
Cc1ccccc1[C@H](NC1c2ccccc2C=Cc2ccccc21)P(=O)(c1ccccc1)c1ccccc1	.	-17	-1.3	-1.6	-1.6	-0.9	-5	-29	-2	3	.
CCN(Cc1ccc2c(c1)OCCO2)C(=O)CN1C(=O)NC2(CCCCC2)C1=O	1.1	-6	-1.4	-0.5	-0.8	-2.0	-1	3	-10	2	1.8
C=CCNC(=O)/C(C#N)=C/c1ccc(SC)cc1	2.7	-6	-0.1	0.7	-1.4	3.7	3	0	-35	3	3.1
COc1ccc(CCC(=O)NNC(=O)c2cc(Cl)ccc2OC)cc1	-0.3	-7	-0.2	1.4	-0.7	-1.2	0	3	-13	-6	0.7
O=C(O)c1ccc(NC(=S)Nc2ccccc2)cc1	0.0	0	0.9	-0.2	-1.8	0.0	3	1	4	3	-0.8
CCCOc1ccc(N2C(=O)CC(SCC(N)C(=O)OCC)C2=O)cc1 (stereo not given)	0.9	-6	-0.3	0.9	-0.9	-0.8	-1	4	-4	-3	1.3
Cc1nc(NCCO)c(C#N)c2c1COC(C)(C)C2	0.4	0	-0.4	-1.9	-0.7	-1.1	1	-3	-101	-2	2.4
CCCN1Cc2cccc(C(=O)NCc3ccc4c(c3)OCO4)c2C1=O	-0.8	20	-2.3	-0.1	-1.4	1.8	3	17	4	0	0.1
O=C(O)c1ccccc1-c1nc2ccccc2c(=O)n1O	0.2	0	0.0	0.6	-0.5	0.3	-2	2	-9	5	1.4
CCC(CC)C(=O)Nc1cccc(C(=O)Nc2ccc(S(=O)(=O)Nc3ccc(C)cc3)cc2)c1	-2.1	-2	-1.8	-2.2	-2.4	-2.5	-4	-9	18	-48	1.6
Cc1ccccc1-c1ccc2c(c1)O[C@@H](CN(C)Cc1ccc(C(=O)O)cc1)[C@@H](C)CN([C@H](C)CO)S2(=O)=O	-0.5	0	1.4	-0.6	-0.7	-1.1	6	3	6	-32	-1.9
O=C(N/N=C/c1ccc(Br)o1)c1cc([N+](=O)[O-])cc([N+](=O)[O-])c1	-0.3	-4	-0.3	-1.1	-1.1	-1.2	-2	5	-2	2	0.7
Cc1ccc(C)c(CS(=O)(=O)c2cn(CC(=O)N3CCC(C)CC3)c3ccccc23)c1	-1.4	-1	-0.3	0.4	-1.3	-5.0	-1	0	-2	-15	1.7
CCC(CC)CN1CCC(CN2C(=S)NC[C@@H]2[C@@H](C)CC)CC1	0.4	4	1.4	-0.3	-0.7	-1.4	-3	2	-2	6	0.7
CCOC(=O)c1ccc(Nc2nnc3nc(C)cc(C)n23)cc1	-0.7	-5	1.1	-1.1	-2.1	0.4	1	-2	-3	-2	-2.2
CC(=O)Nc1ccccc1NC(=O)CC(C)(C)C	-0.3	-3	0.5	-2.0	-1.0	2.5	-4	0	8	-1	2.1
COc1ccc(-c2csc(NC(=O)CCCc3nc4ccccc4c(=O)[nH]3)n2)cc1OC	-0.8	-4	-2.4	-2.5	-1.7	0.6	-4	-2	-3	1	-0.1
CC(Oc1ccc(Cl)cc1Cl)C(=O)NCCCn1ccnc1 (stereo not given)	-1.9	-3	0.5	-1.9	-0.7	-1.8	-2	0	-2	-5	1.0
Cc1ccc(NC(=O)CCNS(=O)(=O)c2ccc3[nH]c(=O)oc3c2)cc1N(C)C	0.7	0	0.2	1.7	-0.8	0.6	-4	0	6	-15	1.3
O=C(CCNS(=O)(=O)c1ccc(Br)cc1)NCCc1ccc(Cl)cc1	-0.1	-3	-1.2	-0.8	-2.0	0.2	-1	-13	8	-22	-1.6
Cc1ccsc1C(=O)OCC(=O)Nc1cccc(F)c1	0.4	10	-0.6	0.7	-1.1	4.8	6	0	4	-5	2.1
NC(=O)c1ccc(-n2nnnc2SCC(=O)Nc2ccccc2)cc1	0.8	0	-0.2	-0.8	-0.7	-0.4	-3	-7	1	-4	-0.1

Two of the compounds above, with values under each structure.
Values run as follows: DAX1 inh-1	NPR2 activator	DAX1 inh-2	hcDAF-12 act	ssDAF12 agonist	hgDAF12 agonist	SMARCA2 activ	GC-A act	ADAM10 inh	HGIII-sPLA2 inh	GAA850 FXN act
CC(=O)Nc1ccccc1NC(=O)CC(C)(C)C
  -0.3	-3	0.5	-2.0	-1.0	2.5	-4	0	8	-1	2.1
CCCN1Cc2cccc(C(=O)NCc3ccc4c(c3)OCO4)c2C1=O
  -0.8	20	-2.3	-0.1	-1.4	1.8	3	17	4	0	0.1

The results go on.
SMILES	DAX1 inh-1	NPR2 activator	DAX1 inh-2	hcDAF-12 act	ssDAF12 agonist	hgDAF12 agonist	SMARCA2 activ	GC-A act	ADAM10 inh	HGIII-sPLA2 inh	GAA850 FXN act
Cc1ccc(S(=O)(=O)N2CCCN(C(=O)c3cc4ccccc4[nH]3)CC2)cc1	0.9	17	-0.3	5.8*	0.0	4.4	2	10	8	-19	1.9
CCN(CC)CCn1c(C)nc2ccccc21	4.3*	1	-0.2	0.4	-1.1	4.6	3	3	1	0	1.4
CC(OC(=O)c1ccncc1)C(=O)Nc1cccc([N+](=O)[O-])c1 (stereo not given)	0.1	0	-0.1	-1.0	-2.0	4.7	0	-4	3	-3	2.0
CSc1ccc(/C=N/n2c(C)nc3ccccc3c2=O)cc1	1.4	-3	-0.4	-2.1	-0.9	0.1	1	-6	-5	-3	1.5
Cc1nn(Cc2ccc(Cl)cc2Cl)c(C)c1NC(=O)c1sc2ccccc2c1Cl	1.2	-2	-0.5	0.5	-1.3	-3.1	0	-1	5	6	-0.4
COc1ccc(O)c(CN2CCCC(N3CCN(c4ccc(F)cc4)CC3)C2)c1 (stereo not given)	-1.5	-5	0.0	0.8	-1.0	0.5	-1	2	-8	0	0.2
Cc1ccc(/C=C/C(=O)OCC(=O)NCc2ccccc2)o1	0.6	0	0.7	1.3	-1.2	0.2	-2	-1	-7	-1	0.3
COc1ccc(CCNC(=S)N2CCN(S(=O)(=O)c3ccc(F)cc3)CC2)cc1	0.8	4	-0.5	-1.4	0.1	-4.0	-1	-2	3	8	0.3
CC1=NC(C)(C)CC2CCC(O)C12 (stereo not given)	3.7	-2	-1.3	0.6	-0.9	-0.1	-4	1	-18	3	-0.5
COc1nc(-c2ccc3c(c2)OCO3)n(-c2ccc(NC(=O)CSc3ccccc3)cc2)n1	0.2	6	-1.1	-2.4	-1.9	0.9	0	-1	-1	-32	0.7
O=C1Nc2ccccc2C1=Nc1ccc(-c2nnc3n2CCCCC3)cc1	2.2&0.2	-9&-2	1.2&-0.1	3.3&3.7	0.2&-0.3	2.7&2.8	-3&-1	-9&-3	-4&1	13&1	0.0&1.5
COCCC(=O)N1CCC(Oc2ccc(C(=O)NCc3ncc(C)[nH]3)cc2)CC1	-0.1	7	0.0	1.2	-1.1	-1.0	0	4	-13	2	1.5
COCC(=O)N(Cc1cc2ccc(C)c(C)c2n2nnnc12)C1CCCC1	0.1	19	-0.2	-0.6	-0.2	3.1	-2	1	9	-1	0.9
CC(=O)NCc1ccc(S(=O)(=O)N2CCN(c3ccccn3)CC2)cc1	2.4	1	-0.3	0.5	0.3	-0.2	4	1	-6	4	-0.2
Cc1ncoc1C(=O)N1CCc2c([nH]c3ccccc23)C1c1ccccc1F (stereo not given)	-0.9	-5	0.6	3.4	0.4	16*	0	-13	-3	-13	-1.5
Cc1ccc(C(C(=O)NCC2CCCO2)N(C(=O)c2snc(C(N)=O)c2N)c2ccc3c(c2)OCCO3)cc1 (stereo not given)	-1.1	1	-0.6	-1.8	-1.2	-1.0	-1	-2	-31	-3	-2.1
CC(C)CCNC(=O)CCn1c(=S)oc2ccccc21	-0.1	-1	-0.2	-4.0	-1.7	1.7	-4	15	-7	16	1.9
COc1ccc(C(Nc2ccccn2)c2c(NC(=O)c3ccco3)sc(C)c2C)cc1 (stereo not given)	-0.1	-2	0.5	1.3	0.3	3.5	2	-5	7	-3	0.5
O=c1ccn2c(n1)OC1CC2OC1COC(c1ccccc1)(c1ccccc1)c1ccccc1 (stereo not given)	.	-5	0.3	-2.2	-1.2	-4.8	3	-7	7	-18	.
COC(=O)C1=C(C)N(Cc2cccc(C(F)(F)F)c2)C(=NCc2cc(OC)c(OC)c(OC)c2)NC1CCc1ccccc1 (stereo not given)	.	-13	0.2	-1.3	-1.2	0.1	0	-19	0	-18	.

hcDAF-12 act: hit marks shown above.
Molecule	DAX1 inh-1	NPR2 activator	DAX1 inh-2	hcDAF-12 act	ssDAF12 agonist	SMARCA2 activ	GC-A act	ADAM10 inh	HGIII-sPLA2 inh
Cc1ccc(S(=O)(=O)N2CCCN(C(=O)c3cc4ccccc4[nH]3)CC2)cc1	0.9	17	-0.3	5.8*	0.0	2	10	8	-19

Ordered by value in DAX1 inh-1 (high to low): some entries from above
mol | DAX1 inh-1 | NPR2 activator | DAX1 inh-2 | hcDAF-12 act | ssDAF12 agonist | SMARCA2 activ | GC-A act | ADAM10 inh | HGIII-sPLA2 inh
CCN(CC)CCn1c(C)nc2ccccc21 | 4.3* | 1 | -0.2 | 0.4 | -1.1 | 3 | 3 | 1 | 0
COc1nc(-c2ccc3c(c2)OCO3)n(-c2ccc(NC(=O)CSc3ccccc3)cc2)n1 | 0.2 | 6 | -1.1 | -2.4 | -1.9 | 0 | -1 | -1 | -32
Cc1ccc(C(C(=O)NCC2CCCO2)N(C(=O)c2snc(C(N)=O)c2N)c2ccc3c(c2)OCCO3)cc1 (stereo not given) | -1.1 | 1 | -0.6 | -1.8 | -1.2 | -1 | -2 | -31 | -3

Screens: PubChem BioAssay, several laboratories
